Yeast growth tox = yeast growth toxicity, wild-type and mutant, primary screen, cytotoxicity control for eIF2B function restoration project, wild-type and eIF2Bepsilon R284H mutant, A595; S. cerevisiae wild-type growth, A595 turbidity, 16 h; growth inhibition, % at 25 µM (by protocol); actives 0.3% (n = 30,000); AID 685, 2007;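 active = mutant and wild-type yeast strains alike exhibit over 30% growth inhibition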;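 note: 0% = untreated cell controls and 100% = YPD media blanks without cells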
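Schedule: 16 h growth with compound, 30 °C. System: yeast, wild-type or eIF2Bepsilon-R284H mutant. Doses: one dose, 25 µM compound[…]. Buffer or medium: YPD. Signal: turbidity measured as absorbance at 595 nm. Read-out basis: growth inhibition (%) versus cell controls and blanks.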
eIF2B yeast act = GCN4-lacZ reporter reduction in eIF2B-epsilon mutant yeast, primary screen, S. cerevisiae, eIF2B-epsilon R284H, Beta-Glo luminescence. inhibition, % at 25 µM (by protocol). actives 0.91% (n = 27,000). AID 688, 2007;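 active = mutant luminescence inhibited past about 50% while wild type luminescence and mutant growth stay under set limits, limit read from the data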; note: some compounds called inactive have numbers as strong as hits
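System: Yeast eIF2B-epsilon R284H mutant carrying GCN4–beta-galactosidase fusion | Read-out basis: Percent inhibition, luminescence and growth | Compound: 25 µM single dose | Times: 16 h at 30 °C exposure | Measured by: Luminescence and A595 | Buffer or medium: YPD medium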
Yeast growth tox inhibition % = recorded beside Yeast growth tox, whose call it bears; growth inhibition, %; S. cerevisiae eIF2Bepsilon-R284H mutant growth, A595 turbidity, 16 h;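 each compound tested once at 25 µM; 0% equals untreated cells and 100% equals cell-free medium blanks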
eIF2B yeast act mutant toxicity = also measured in eIF2B yeast act; calls as there; growth inhibition, %; measured here: mutant yeast growth, toxicity;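 each compound tested once at 25 µM; zero equals untreated control growth and 100 equals blank medium absorbance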
An asterisk follows results filed as active; / = no result given.

entry	Compound	Yeast growth tox	Yeast growth tox inhibition %	eIF2B yeast act	eIF2B yeast act mutant toxicity
1	CC(=O)Oc1ccc(-c2nc(-c3cccnc3)no2)cc1	9	-3	92	-3
2	O=C(NCCc1ccccc1Cl)C1CCN(S(=O)(=O)c2cccs2)CC1	3	8	18	8
3	O=C(O)C1C(c2ccccc2)C(C(=O)Oc2ccccc2)C1c1ccccc1 (configuration not stated)	22	15	/	/
4	Cc1ccc(-c2noc(-c3ccccc3C(=O)N3CCCC3)n2)cc1	10	8	25	8
5	CCCS/C(N)=N/N=C/c1ccccc1O	-12	0	35	/
6	O=C(CC1NC(=O)NC1=O)Nc1ccccc1 (configuration not stated)	9	19	27	19
7	O=C1CN(C(=O)CCN2CCOCC2)C(c2ccccc2)c2cc(Br)ccc2N1 (configuration not stated)	13	16	21	16
8	CCOC(=O)C(=O)/C(C#N)=C/Nc1ccccc1	7	-2	15	-2

Carrying on:
entry	Compound	Yeast growth tox	Yeast growth tox inhibition %	eIF2B yeast act	eIF2B yeast act mutant toxicity
9	CCN(CC)c1ccc(C2N(C(=O)N3CCOCC3)CCN2S(=O)(=O)c2ccc(C)cc2)cc1 (configuration not stated)	1	10	16	10
10	CCSc1nnc([C@@H]2CCCN2C(=O)OC(C)(C)C)o1	5	-5	-32	-5
11	Cc1cccc(N(CC(=O)N2CCOCC2)S(C)(=O)=O)c1	5	-24	8	-24
12	O=C(CSc1nc2ccccc2c(=O)n1Cc1ccccc1)NCc1ccco1	-18	-20	-4	-20
13	Cc1cccc2cc(CN(Cc3ccc(F)cc3)C(=O)N3CCOCC3)c(=O)[nH]c12	-10	0	4	/
14	COc1cc(NC(=O)C2CC2)c(C(=O)O)cc1OC	-4	0	-29	/
15	O=C(Nc1ccccc1)N1CCC(c2ccccc2)C1 (configuration not stated)	12	-10	34	-10
16	Cc1c(C(=O)O)sc2ncnc(N3CCCCC3C)c12 (configuration not stated)	11	-3	22	-3

Other compounds follow:
entry	Compound	Yeast growth tox	Yeast growth tox inhibition %	eIF2B yeast act	eIF2B yeast act mutant toxicity
17	COc1ccc(N2CCN(S(=O)(=O)c3ccc(Cl)c(C(F)(F)F)c3)CC2)cc1	-13	-6	35	-6
18	CCCn1nc(NC(=O)c2ccncc2)c2cc3ccccc3nc21	16	15	20	15
19	COc1cc2c(=O)n(Cc3ccccc3)c(=O)n(CC(=O)C(C)(C)C)c2cc1OC	10	8	9	8
20	CNC(=O)c1cc2cc(Cl)cc(OC)c2oc1=O	5	7	-5	7
21	CCOC(=O)Cc1csc(NC(=O)c2ccc(OC)c(OC)c2)n1	25	-24	14	-24
22	CCNc1nc(NC(C)C)nc(NS(=O)(=O)c2ccc(N)cc2)n1	2	15	/	/
23	O=C(c1coc2ccc(O)c(CN3CCOCC3)c12)C1CC1	-3	-14	19	-14
24	Cc1noc(C)c1CSc1nc2sc3c(c2c(=O)n1C)CCCC3	-20	-13	/	/

Sorted by heavy-atom count (high to low): some entries from above
entry	Compound	Yeast growth tox	Yeast growth tox inhibition %	eIF2B yeast act	eIF2B yeast act mutant toxicity
19	COc1cc2c(=O)n(Cc3ccccc3)c(=O)n(CC(=O)C(C)(C)C)c2cc1OC	10	8	9	8
17	COc1ccc(N2CCN(S(=O)(=O)c3ccc(Cl)c(C(F)(F)F)c3)CC2)cc1	-13	-6	35	-6
18	CCCn1nc(NC(=O)c2ccncc2)c2cc3ccccc3nc21	16	15	20	15
21	CCOC(=O)Cc1csc(NC(=O)c2ccc(OC)c(OC)c2)n1	25	-24	14	-24
16	Cc1c(C(=O)O)sc2ncnc(N3CCCCC3C)c12 (configuration not stated)	11	-3	22	-3
20	CNC(=O)c1cc2cc(Cl)cc(OC)c2oc1=O	5	7	-5	7

Carrying on:
entry	Compound	Yeast growth tox	Yeast growth tox inhibition %	eIF2B yeast act	eIF2B yeast act mutant toxicity
25	O=C(NCCCN1CCOCC1)c1cc2cc(Cl)cc(Cl)c2oc1=O	-18	39	-11	39
26	CCc1nnc(NC(=O)C(C)N2C(=O)C3C4C=CC(C4)C3C2=O)s1 (configuration not stated)	-2	-12	36	-12
27	CCOc1cc(S(=O)(=O)NCCN2CCOCC2)c(C)cc1C	1	0	1	/
28	CC(=O)NCC(=O)N(C)C(C(=O)Nc1ccc(C(C)C)cc1)c1ccccc1 (configuration not stated)	21	21	/	/
29	COc1ccc(OC(=O)c2cccc(S(=O)(=O)N3CCCC3)c2)cc1	-5	-7	19	-7
30	Cc1ccc(C)c(S(=O)(=O)N2CCN(CC(=O)N3CCc4ccccc4C3)CC2)c1	12	-24	16	-24
31	CC1CC1C(=O)OCc1cc(=O)n2cc(Br)ccc2n1 (configuration not stated)	-1	5	7	5
32	CC(C)CCn1c(=O)c2ccccc2c2ccccc2c1=O	10	19	17	19

Later entries
entry	Compound	Yeast growth tox	Yeast growth tox inhibition %	eIF2B yeast act	eIF2B yeast act mutant toxicity
33	O=C(O)CC1=C(O)C(=O)N(c2ccccc2)C1c1ccc(Cl)cc1 (configuration not stated)	2	17	/	/
34	CCCc1cc(Nc2cccc(OCC)c2)n2ncnc2n1	-10	-14	15	-14
35	Cc1ccc(S(=O)(=O)N(C)c2ccc(C(=O)N3CCN(Cc4ccc5c(c4)OCO5)CC3)cc2)cc1	8	5	/	/
36	O=C(CNC(=O)c1ccco1)OCC(=O)c1ccc2ccccc2c1	18	-5	26	-5
37	COc1cccc(CN(Cc2cccnc2)S(=O)(=O)c2ccc(-n3cnnn3)c(C)c2)c1	6	-4	24	-4
38	C=CCn1c(SCC(=O)Nc2cc(C)cc(C)c2)nnc1-c1cnccn1	15	-62	32	-62
39	COc1c(C)cc(Br)cc1C(=O)NCc1cccnc1	-1	9	14	9
40	Cc1cccc(OCCCCc2c(C)n[nH]c2C)c1C	11	14	27	14

Next section
entry	Compound	Yeast growth tox	Yeast growth tox inhibition %	eIF2B yeast act	eIF2B yeast act mutant toxicity
41	COc1cccc(C2(O)CCN(C(=O)Cc3cccnc3)CC2)c1	40	-9	-1	-9
42	COc1ccc(Nc2ncccc2C(=O)Nc2ccccc2)cc1	-4	-5	37	-5
43	O=C(NCC1c2ccccc2CCN1C(=O)CN1C(=O)c2ccccc2C1=O)C1CCCCC1 (configuration not stated)	20	10	9	10
44	CCOC(=O)C(C)n1cnc2c(nnn2-c2ccc(C)cc2)c1=O (configuration not stated)	-6	10	-6	10
45	Cc1nnc(SCC(=O)N2CC(=O)Nc3ccccc32)n1C	1	-14	12	-14
46	CCn1c(SCC(=O)NC(C)(C)C)nnc1-c1ccoc1C	-14	3	11	3
47	O=C(CSc1nc2ccccc2s1)Nn1cnnc1	13	14	17	14
48	CC1Cc2ccccc2N1C(=O)CSc1nnc(Cn2nnc3ccccc32)n1C (configuration not stated)	17	5	-10	5

(listing goes on)
entry	Compound	Yeast growth tox	Yeast growth tox inhibition %	eIF2B yeast act	eIF2B yeast act mutant toxicity
49	Cc1ccc(C(C)C)c(OCc2nnc(SCC(=O)Nc3ncc(C)s3)n2C)c1	-17	23	-1	23
50	CC(=O)NC(CCS(C)(=O)=O)C(=O)Nc1ccc(F)cc1Cl (configuration not stated)	18	-3	/	/
51	CCN(CC)CC(=O)Nc1c(C)cc(C(C)(C)C)cc1C	-20	-9	15	-9
52	O=C(CSc1nnnn1-c1ccc2c(c1)CCC2)Nc1ccc2c(c1)OCCO2	-33	3	18	3
53	NC(=O)CSCc1ccc(Br)cc1	6	-5	15	-5
54	c1ccc(Nc2ncnc3c2oc2ccccc23)cc1	29	0	-27	/
55	CCOC(=O)c1ccc(NC(=O)N2CCN(CCc3ccccc3)CC2)cc1	10	-9	17	-9
56	O=C1CC(N2CCOCC2)C(=O)N1CCc1ccccc1 (configuration not stated)	-8	0	16	/

Remaining list, next part:
entry	Compound	Yeast growth tox	Yeast growth tox inhibition %	eIF2B yeast act	eIF2B yeast act mutant toxicity
57	COc1cccc(CCC(=O)O)c1OC	10	-5	18	-5
58	CCOc1ccc(Nc2ncnc(N)n2)cc1	20	10	22	10
59	C=CCOC(=O)CN1C(=O)c2ccccc2C1=O	10	0	22	/
60	COc1ccc(C2=C(C)CC(C)(C)NC2=O)cc1OC	/	/	-12	/
61	O=C(Cn1c(-c2cscn2)nc2ccccc21)Nc1ccc2ccccc2c1	-1	0	/	/
62	C=CCn1c(SCc2ccc(C#N)cc2)nnc1-c1ccccc1	8	-29	-39	-29
63	Cc1[nH]c2ccccc2c1C(=O)CN1CCC(C(N)=O)(N2CCCCC2)CC1	8	-20	26	-20
64	COc1cc(OC)c(-c2nn3c(-c4ccncc4)nnc3s2)cc1OC	-27	-45	-1	-45

(next part)
entry	Compound	Yeast growth tox	Yeast growth tox inhibition %	eIF2B yeast act	eIF2B yeast act mutant toxicity
65	COc1cccc(-c2cc(C(F)(F)F)nc(-n3cncn3)n2)c1	20	-19	23	-19
66	O=C(CSC1=NCCS1)Nc1nc2c(s1)CCCC2	22	12	30	12
67	COc1cc2c(cc1NC(=O)c1cccnc1)oc1ccccc12	-17	-24	-14	-24
68	CC(=O)c1ccc(S(=O)(=O)N2CCN(c3nc4c(C)c(C)ccc4cc3C#N)CC2)cc1	-10	-17	17	-17
69	CC(=O)OC1CC(C)(C)N(OC(=O)c2ccc(N)cc2)C(C)(C)C1	-11	-8	17	-8
70	COc1cccc(N(CC(=O)NCCSc2ccccn2)S(C)(=O)=O)c1	10	15	/	/
71	O=C(O)c1ccccc1CSc1nc2ccccc2o1	24	-5	22	-5
72	COc1ccccc1NC(=O)N(Cc1ccco1)Cc1cc2cc(C)cc(C)c2[nH]c1=O	-1	-14	30	-14

(cont.)
entry	Compound	Yeast growth tox	Yeast growth tox inhibition %	eIF2B yeast act	eIF2B yeast act mutant toxicity
73	COC(=O)c1cc2c(ccn2-c2ccc(F)cc2)n1C(C)C	2	-14	7	-14
74	Cc1cc2c(c(=O)n1Cc1ccc3c(c1)OCO3)C(c1cccnc1)C(C#N)=C(N)O2 (configuration not stated)	22	0	13	/
75	Brc1ccc(Nc2nc3ccccc3n3nnnc23)cc1	11	0	26	/
76	CCN1CCN(CC(=O)N2c3ccccc3CC2C)CC1 (configuration not stated)	2	-17	7	-17
77	COc1ccc(-n2cnnc2SCC(=O)NC2CCS(=O)(=O)C2)cc1 (configuration not stated)	-6	-10	18	-10
78	C=CCn1c(=O)/c(=C2/SC(C)=C(C)N2CC)s/c1=C1/C(=O)N(CC)C(=S)N1c1ccccc1	15	3	3	3
79	CCOc1ccc(CN(Cc2ccco2)C(c2cccs2)c2nnnn2C(C)(C)C)cc1 (configuration not stated)	15	5	34	5
80	CC(C)OC(=O)c1c(N)sc2c1CCCC2	/	/	15	/

Going on with the list.
entry	Compound	Yeast growth tox	Yeast growth tox inhibition %	eIF2B yeast act	eIF2B yeast act mutant toxicity
81	O=C(Oc1cccc2ccccc12)c1ccco1	14	11	15	11
82	Cn1nnc2c(NCc3ccco3)nccc21	-13	0	20	/
83	CC(NCc1ccccc1)C1COc2ccccc2O1 (configuration not stated)	15	18	/	/
84	CCn1c(CC(=O)Nc2ccccc2F)nnc1SCC(=O)N1CCN(c2ccccc2)CC1	/	/	2	/
85	Cn1c(=O)c2cn(-c3ccc4c(c3)OCCO4)cc2n(C)c1=O	-4	-32	16	-32
86	COc1ccc(C2CC(=O)Nc3cc(C)c(C)cc32)c(OC)c1OC (configuration not stated)	-22	-9	29	-9
87	O=c1c2[nH]c3ccccc3c2ncn1Cc1ccccn1	11	23	23	23
88	CCC(C(=O)NC1CCCC1)N(C(=O)c1snc(C(N)=O)c1N)c1ccc2c(c1)OCCO2 (configuration not stated)	-14	-14	52*	-14*

Already shown: an excerpt of the list.
entry	Compound	Yeast growth tox	Yeast growth tox inhibition %	eIF2B yeast act	eIF2B yeast act mutant toxicity
84	CCn1c(CC(=O)Nc2ccccc2F)nnc1SCC(=O)N1CCN(c2ccccc2)CC1	/	/	2	/
85	Cn1c(=O)c2cn(-c3ccc4c(c3)OCCO4)cc2n(C)c1=O	-4	-32	16	-32

Going on with the list.
entry	Compound	Yeast growth tox	Yeast growth tox inhibition %	eIF2B yeast act	eIF2B yeast act mutant toxicity
89	CC1CN(CCC(=O)Nc2ccc3c(c2)CCC3)CC(C)O1 (configuration not stated)	12	0	15	/
90	CC1(C)CC(=O)C(C=NCCCn2ccnc2)=C(O)C1	-2	11	9	11
91	O=C(O)CCCCCNC(=O)c1ccccc1Br	-8	-10	14	-10
92	COc1ccc2c(c1)C1=NN(/C(C)=C\C(C)=O)C(c3ccccc3)C1CC2 (configuration not stated)	4	-26	4	-26
93	Cc1cc(Cl)c(S(=O)(=O)NC(C(=O)O)C(C)C)cc1OCC(=O)NC1CCCCC1 (configuration not stated)	16	14	17	14
94	O=C(CN1CCN(Cc2ccc3c(c2)OCO3)CC1)Nc1ccc2c(c1)OCO2	26	22	36	22

Assay outcomes from PubChem BioAssay.

An excerpt, so the mix of outcomes need not match the whole.
